D1 PAM = enhances dopamine response at the human D1 receptor. P21728. HEK293 TREx D1 cells, calcium flux, dopamine EC20 potentiation. potentiation, % at 10 µM. 360,000 compounds, 0.036% hits. AID 504651; in the data active = potentiation above about 30%; also: 0% is about no effect
Target sequence (P21728 whole entry, looked up): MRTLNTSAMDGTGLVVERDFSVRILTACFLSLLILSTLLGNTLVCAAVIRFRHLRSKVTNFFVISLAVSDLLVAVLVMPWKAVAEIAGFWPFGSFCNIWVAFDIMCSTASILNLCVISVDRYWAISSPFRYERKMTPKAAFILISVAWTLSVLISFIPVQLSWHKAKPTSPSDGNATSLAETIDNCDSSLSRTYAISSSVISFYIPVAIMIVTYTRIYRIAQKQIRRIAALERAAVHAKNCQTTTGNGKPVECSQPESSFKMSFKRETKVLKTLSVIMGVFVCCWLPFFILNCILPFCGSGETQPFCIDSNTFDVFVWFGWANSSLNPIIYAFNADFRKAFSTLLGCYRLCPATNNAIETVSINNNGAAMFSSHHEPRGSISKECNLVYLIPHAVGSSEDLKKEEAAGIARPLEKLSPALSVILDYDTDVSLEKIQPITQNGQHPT
Vif-A3G inh = inhibitors of Vif-APOBEC3G interaction; Q9HC16; HeLa A3G-eYFP + Vif (tagged APOBEC3G with the HIV-1 protein that degrades it), YFP fluorescence, overnight; Potency, µM (doses to about 46.1 µM), for the others: at the highest dose activity, negative = active, hits mostly inhibitors; 410,000 compounds, 0.076% hits;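 also: potency is read from the fitted curve at half-maximal effect; % is scaled to controls: 0 for no effect and ±100 for the full control effect; nearly all actives have a fitted effect of over 60% in size; hits raise eYFP signal because A3G escapes Vif-driven loss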
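HeLa cells stably expressing Vif and C-terminally eYFP-tagged A3G, seeded overnight at 37 deg C, then exposed to compound by pintool overnight at 37 deg C. Rise in yellow fluorescence (Ex 488/Em 500-530, Acumen) marks blocked Vif-driven A3G degradation.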
RXFP1 agonist = RXFP1 (human) receptor agonism; HEK293T-RXFP1 cAMP TR-FRET, 30 min; response scale: percent of porcine relaxin response, buffer zero; Q9HBX9; Potency, µM (series often up to 57.5 µM), for inactives: at the top dose activation, most hits filed as activators; 370,000 compounds, 0.3% hits; also: potency is read from the fitted curve at half-maximal effect; % is scaled to controls: 0 for no effect and ±100 for the full control effect; nearly all actives have a fitted effect of over 60% in size; many of its hits are not listed in these tables
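Agonist response is measured as cAMP accumulation in an RXFP1-transfected HEK293T line under PDE4 inhibition. Values are scaled between buffer-only and 29 nM porcine relaxin, and EC50s come from standard Hill equation fits.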
Vif-A3F inh = Vif-A3F binding inhibition; HeLa A3F-eYFP + Vif (tagged APOBEC3F with the HIV-1 protein that degrades it), YFP fluorescence increase; Potency, µM (highest dose often 46.1 µM), for the others: at the top dose activity, negative = active; 390,000 compounds, 0.2% hits; also: potency is read from the fitted curve at half-maximal effect; % of control where 0% means no effect; nearly all actives have a fitted effect of over 65% in size
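Fluorescence increase (Ex 488/Em 500-530) after overnight compound treatment at 37 deg C flags inhibition of Vif-driven A3F-eYFP loss in stable HeLa A3F-eYFP/Vif cells seeded overnight beforehand.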
D1 ag = activates the human D1 dopamine receptor | P21728 | HEK293 T-REx D1 cells, calcium flux, agonist mode | activation, % at 2 µM | 360,000 compounds, 1% hits | AID 504660; in the data active = activation above about 30%; also: 0% is about no effect
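Inducible HEK293 T-REx D1 cells, force-coupled to calcium signalling, were plated at 4000 cells/well with tetracycline and held overnight at 30 C. After no-wash calcium dye loading, compound-evoked calcium rise over 180 s flagged agonists.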
D1 antag = blocks dopamine activation of the human D1 receptor. AID 504652. HEK293 TREx D1 cells, calcium flux, dopamine EC80; hits give low values. activity change, negative = inhibition, % at 10 µM. P21728. 360,000 compounds, 3.2% hits; in the data active = activity change below about -30%; also: % is scaled to controls: 0 for no effect and ±100 for the full control effect
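Cells carrying a force-coupled, tetracycline-inducible human D1 receptor report calcium flux. Each well gets a 10 s baseline, compound with 180 s monitoring, then an EC80 dopamine stimulus with a second 180 s kinetic read.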
D2 PAM = D2 dopamine receptor (human) potentiation | potentiation, % at 10 µM | HEK293 T-REx D2, calcium flux, EC20 dopamine potentiation | 340,000 compounds, 0.34% hits | AID 485347;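 active = potentiation over 3 SD above the plate norm, cut at about 30% in these data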; also: 0% is about no effect
Target sequence (P14416 whole entry, looked up): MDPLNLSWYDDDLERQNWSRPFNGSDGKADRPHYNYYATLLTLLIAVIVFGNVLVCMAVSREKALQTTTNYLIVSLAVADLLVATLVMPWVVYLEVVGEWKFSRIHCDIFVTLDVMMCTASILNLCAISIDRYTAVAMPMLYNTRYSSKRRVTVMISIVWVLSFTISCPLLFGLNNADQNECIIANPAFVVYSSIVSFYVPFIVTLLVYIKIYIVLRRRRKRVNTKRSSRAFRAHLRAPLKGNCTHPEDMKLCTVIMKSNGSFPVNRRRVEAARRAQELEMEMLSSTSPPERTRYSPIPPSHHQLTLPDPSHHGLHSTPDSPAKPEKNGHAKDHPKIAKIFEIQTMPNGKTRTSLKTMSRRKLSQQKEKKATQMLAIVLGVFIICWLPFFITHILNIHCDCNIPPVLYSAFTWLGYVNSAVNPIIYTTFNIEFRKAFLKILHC
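Tetracycline-induced HEK293 T-REx cells force-coupled to calcium signalling expressed D2; compounds were pin-added after a 10 s baseline, read kinetically 180 s, then an EC20 dopamine challenge followed with a further 180 s calcium read.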
Glioma ERSR ind = inducers of ER stress response in human glioma cells | U87-MG GRP78 promoter luciferase reporter, 16 h | 420,000 compounds, 0.02% hits | Potency, µM, for the others: at the highest dose activation, most hits filed as activators; also: potency is read from the fitted curve at half-maximal effect; series mostly up to about 76 µM; % of control where 0% means no effect; nearly all actives have a fitted effect of over 35% in size
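Stably transfected U87-MG human glioma cells carrying a GRP78-based luminescent sensor were seeded at 1000 cells/well, pin-dosed with compounds and incubated 16 h. Luciferase reagent was then added, and end-point luminescence was read after 10 min at room temperature.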
RXFP1 antagonist = antagonists of human relaxin receptor RXFP1; Q9HBX9; HEK293-RXFP1, relaxin-stimulated cAMP HTRF, 30 min; hits give low values; activity change, negative = inhibition, % at 57.5 µM; 350,000 compounds, 0.59% hits;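 active = activity change of -60% or lower, but not beyond a set lower limit; inconclusive = change between -60% and -40%, or beyond the set limit; inactive = change above -40%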; also: % is scaled to controls: 0 for no effect and ±100 for the full control effect
An asterisk follows results filed as active; ? = inconclusive; / = no result given; & = joins results of further samples; [ ] = another dose, or the depositor's remark. Unless noted, calls follow the shape of the dose curve; as a rule, active = well fitted curve in the direction sought with a large enough effect; inconclusive = small, poorly fitted or top-dose-only effect, or another doubt; inactive = no such curve, though single readings can be large; an effect the other way counts as inactive or inconclusive. An excerpt (hit frequency here may not be typical).

Results follow in this order: D1 PAM, Vif-A3G inh, RXFP1 agonist, Vif-A3F inh, D1 ag, D1 antag, D2 PAM, Glioma ERSR ind, RXFP1 antagonist
O=C(CSc1nnc(C2CCCCC2)o1)N1CCCCC1
  -2, 1%, 2.1%, -3%, 1, -6, 4, -4%, 0
COC(=O)C/C=C/[C@@H](C)[C@@H](/C=N/O[C@@H](C)c1cn([C@H](CO)Cc2ccccc2)nn1)NS(=O)(=O)c1ccc(C)cc1
  -3, /, -0.7%, /, 1, -23, -1, /, /
CNC(=O)NC(=O)C(C)OC(=O)c1c(C)noc1C (configuration not stated)
  -5, 4%, 0.1%, 5%, 6, -1, 5, 1%, -3
Cc1ccc(NC(=O)COC(=O)c2ccc(OCc3c(C)noc3C)cc2)cc1S(=O)(=O)N1CCOCC1
  -1, 2%, 0.3%, 7%, 6, -3, 0, -2%, 4
CCCCn1c(=O)c(CCC(=O)OCC(=O)Nc2ccc(C)c(Cl)c2)nc2ccccc21
  -2, /, 1.0%, /, 3, 11, -10, /, /
O=C(NCc1ccc2c(c1)OCO2)Nc1ccc([N+](=O)[O-])cc1
  -14, 2%, 3.2%, 0%, 10, -23, -15, 0%, -10
Cc1cccc(CCNS(=O)(=O)c2ccc3c(c2)CCN3C(=O)CCC(=O)O)c1
  5, 0%, 1.7%, 2%, 4, 58, 10, 1%, -7
O=C(O)CSc1c(O)c2ccccc2[nH]c1=O
  12, 2%, 1.5%, -1%, 1, 1, 1, 1%, -3
Cc1ccc(-c2noc(COC(=O)c3ccco3)n2)cc1
  2, -5%, 0.3%, 0%, -1, 9, 11, 3%, -7
O=C(CSc1nc2c(oc3ccccc32)c(=O)n1Cc1ccco1)Nc1cccc(Cl)c1
  -2, 5%, 3.0%, 0%, 1, -17, /, -2%, /
COc1cc(Cc2nc3ccc(S(=O)(=O)N4CCOCC4)cc3[nH]2)cc(OC)c1OC
  -2, -2%, 0.0%, -13%, 3, 8, -7, -5%, -1
COC(=O)c1ccc2c(=O)n(NC(=O)C(c3ccccc3)c3ccccc3)c(=S)[nH]c2c1
  -5, -5%, -2.9%, 5%, 0, -9, 2, -3%, 19
N#CCC(=O)Nc1ccc(C(=O)OCC(=O)NC2CCCCCC2)cc1
  -2, -8%, 2.6%, 2%, 2, -12, -3, -3%, -2
O=C(CNC(=O)C(c1ccccc1)c1ccccc1)N/N=C/c1cccnc1
  -3, -2%, -3.2%, -2%, 6, 1, 12, -4%, 12
CCC(C)Nc1nc2c(c(=O)[nH]c(=O)n2C)n1CCC(C)C (configuration not stated)
  -3, -3%, 0.5%, 0%, -1, 4, -13, -1%, -13
O=C(Nc1cccc(C(=O)N2CCCCCC2)c1)c1ccco1
  -1, 0%, 2.6%, -2%, 2, -11, 1, 6%, -2
CCOc1ccccc1N1CN(CC)CNC1=S
  -4, 2%, 0.9%, 5%, 1, -19, 6, -2%, 5
Cc1cc2c(c(=O)o1)C1O[C@](c3ccsc3)(Cc3ccccc31)O2
  2, /, -0.3%[11.5 µM], /, 1, -9, /, /, /
Cc1ccc(OCC(=O)OCCN2C(=O)c3ccccc3C2=O)cc1C
  0, -1%, -0.6%, 2%, 1, 4, 12, -1%, -4
CCCN(C(=O)COC(=O)c1[nH]c(C)c(C(=O)OC)c1C)c1c(N)n(Cc2ccccc2)c(=O)[nH]c1=O
  7, -19%, -0.3%, ?, 8, 14, /, -2%, 3
Cc1ccc(-c2noc(-c3cccs3)n2)cc1
  -6, 0%, -0.7%, -9%, 0, -8, -4, 1%, 11
CCOC(=O)c1ccc(NC(=O)Cc2coc3cc4c(cc23)CCC4)cc1
  -8, 8%, -0.9%, -14%, 11, -29, -11, 1%, -13
S=C1N(c2ccccc2)CN(CCN2CCOCC2)CN1c1ccccc1
  -13, 1%, 3.6%, -5%, 3, -3, -4, -3%, -8
CCN(C(=O)CSc1nnc(C)n1Cc1ccccc1)C1CCS(=O)(=O)C1 (configuration not stated)
  1, -1%, 0.9%, -5%, 4, 4, -17, -2%, 1
CN(c1ccccc1)S(=O)(=O)c1cccc(C(=O)NCCc2c[nH]c3ccccc23)c1
  /, 1%, /, 2%, /, /, /, 1%, -4
Cc1cccc(N2CCN(C(=O)CCC(=O)N3CC(C)Oc4ccc(C)cc43)CC2C)c1 (configuration not stated)
  10, 0%, 3.7%, -8%, 3, 4, 9, -6%, 11
Cc1nn(Cc2ccccc2Cl)c(C)c1C(=O)N1CCN(c2ccccc2)CC1
  -4, -1%, 0.9%, 0%, 6, -2, 24, -2%, 1
CC(C)(C)NC(=O)COC(=O)CCC(=O)c1ccc(F)cc1
  2, -7%, 1.1%, 0%, 1, 21, -2, -5%, 1
COc1ccc2c(CN(C)c3ccccc3)cc(=O)oc2c1
  -7, -5%, 2.3%, -2%, 1, 0, -19, -1%, -5
COc1cccc(NC(=S)NCCCN2CCOCC2)c1
  0, -1%, -1.6%, -9%, 4, 5, 19, -3%, -3

Further entries:
Results follow in this order: D1 PAM, Vif-A3G inh, RXFP1 agonist, Vif-A3F inh, D1 ag, D1 antag, D2 PAM, Glioma ERSR ind, RXFP1 antagonist
CCOC(=O)c1c(N)sc2c1CCC(C)C2 (configuration not stated)
  -2, -9%, 0.4%, 3%, 1, -8, -12, 0%, -12
COc1cc(OC)c(S(=O)(=O)Nc2ccccc2NC(=O)CN2CCOCC2)cc1NC(C)=O
  -5, 0%, 2.5%, 1%, -1, 1, 1, 1%, -4
CCOC(=O)CC1C(=O)NCCN1S(=O)(=O)c1ccc(OC)cc1 (configuration not stated)
  -2, 1%, -0.7%, -3%, 2, -16, -5, -3%, -13
COc1cc(OC)cc(C(=O)N[C@H](C(=O)NCc2ccco2)C(C)C)c1
  -4, -18%, -1.0%, -13%, 0, -4, -12, -7%, 16
COc1ccc(C2=CSC3=NCCN23)cc1Br
  /, 3%, /, -1%, /, /, /, 3%, 3
CN1CCN(C2Cc3cc(Cl)ccc3Sc3cc(F)ccc32)CC1 (configuration not stated)
  /, -6%, /, -3%, /, /, /, -7%, ?
COC(=O)c1ccc(NC(=O)C(=O)N2CCN(C(=S)Nc3ccc(OC)cc3)CC2)cc1
  -6, -1%, 0.8%, -5%, 6, -24, 3, -4%, -3
Cc1cccc(CCNC(=O)c2cc(S(=O)(=O)N3CCCCC3)c[nH]2)c1
  3&-1, -3%&-4%, 1.7%&1.3%, 1%&12%, 4&7, -1&10, -1&4, -5%&-4%, -11
CCC(/C=N/NC(=O)C(N)=O)CC
  -3, 1%, 0.1%, ?, 4, 1, -7, 8%, -2
O=C(CSc1nc(-c2ccccc2)cc(=O)[nH]1)Nc1ccc(F)c(F)c1
  0, -1%, 5.0%, 2%, 4, -7, 1, -3%, -11
Cc1onc(-c2ccccc2)c1C(=O)OCC(=O)Nc1ccc(OC(F)(F)F)cc1
  -3, 4%, -0.7%, -16%, 13, -21, 21, -3%, -29
CSc1nc2ccccc2n1C(=O)NC1CCCCC1
  -5, -1%, 2.2%, 3%, 2, -4, 1, 2%, 4
CC(=O)c1ccc(Cl)c(Cl)c1Cl
  -4, -1%, 0.5%, -4%, 1, /, 10, -3%, /
O=C(COC(=O)C1CC1)Nc1ccc(Oc2ccccc2)cc1
  -7, -7%, 0.8%, 1%, 4, -35*, -4, 5%, -6
Cc1cc(/C=C2\C(=N)N3C(SCc4ccccc4)=NSC3=NC2=O)c(C)n1Cc1ccccc1
  1, 3%, -1.4%, -10%, 2, 2, 4, 1%, -10
CCCCC1CCC(C(=O)OC(C)C(=O)Nc2ccc(NC(C)=O)cc2)CC1 (configuration not stated)
  -2, 0%, 0.0%, -3%, 2, -20, 2, -5%, 0
CCCCN(C)CCCNC(=O)c1cn(CC)c2ccc(S(=O)(=O)N3CCc4ccccc4C3)cc2c1=O
  -2&4, 4%&3%, 0.5%&5.3%, 4%&6%, -3&1, 6&-4, -5&-4, -5%&-10%, -15
COc1ccc2[nH]c3c(=O)n(CCCCCC(=O)NCCC(C)C)c(=S)[nH]c3c2c1
  6, 1%, 1.8%, 8%, -3, 8, -3, -3%, -25
CCc1cccc(NC(=O)C(NS(=O)(=O)c2ccc3nc(C)sc3c2)C(C)C)c1 (configuration not stated)
  -1, -5%, 1.8%, 8%, 0, 1, -2, -3%, /

Sorted by molecular weight (smallest number first): some entries from above
Results follow in this order: D1 PAM, Vif-A3G inh, RXFP1 agonist, Vif-A3F inh, D1 ag, D1 antag, D2 PAM, Glioma ERSR ind, RXFP1 antagonist
CCOC(=O)c1c(N)sc2c1CCC(C)C2 (configuration not stated)
  -2, -9%, 0.4%, 3%, 1, -8, -12, 0%, -12
O=C(CSc1nnc(C2CCCCC2)o1)N1CCCCC1
  -2, 1%, 2.1%, -3%, 1, -6, 4, -4%, 0
O=C(CNC(=O)C(c1ccccc1)c1ccccc1)N/N=C/c1cccnc1
  -3, -2%, -3.2%, -2%, 6, 1, 12, -4%, 12
Cc1nn(Cc2ccccc2Cl)c(C)c1C(=O)N1CCN(c2ccccc2)CC1
  -4, -1%, 0.9%, 0%, 6, -2, 24, -2%, 1
COc1cc(OC)c(S(=O)(=O)Nc2ccccc2NC(=O)CN2CCOCC2)cc1NC(C)=O
  -5, 0%, 2.5%, 1%, -1, 1, 1, 1%, -4
CCCCN(C)CCCNC(=O)c1cn(CC)c2ccc(S(=O)(=O)N3CCc4ccccc4C3)cc2c1=O
  -2&4, 4%&3%, 0.5%&5.3%, 4%&6%, -3&1, 6&-4, -5&-4, -5%&-10%, -15
